Compound activity as filed in PubChem BioAssay.
Phagocyt inh = inhibitors of macrophage phagocytosis, primary screen, imaging, J774A.1 cells, IgG beads; J774A.1 macrophage IgG-bead phagocytosis; inhibition, % at 5 µM; 0.07% of 110,000 active;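 active = inhibition above the mean of the plate negative controls plus 5 SD, cut at about 13% in these data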;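 note: phagocytic index as fraction of beads internalized from green versus red external bead signal; plate controls were DMSO negative control for no effect and cytochalasin-D positive control for full effect; some results beyond the cut were filed as inactive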
HCT116 PTEN-null = growth suppression of PTEN-null HCT116, primary screen, cell-based, CellTiter-Glo; HCT116 PTEN-null viability, 60 h; stronger effect = lower value; viability, % at 10 µM; 1.2% of 140,000 active; AID 827, 2007;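 active = viability at or below a set limit, 4 SD under the median of all tested compounds, cut at about 3.7% in these data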;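 note: PTEN knockout HCT116 line with beta catenin targeted HCT116 as companion control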
HCT116 bCat-KO = primary screen for growth suppressors in beta-catenin knockout HCT116 cells (colon tumor, human). HCT116 beta-catenin knockout viability, CellTiter-Glo, 60 h; stronger effect = lower value. viability, % at 10 µM. 1.5% of 140,000 active;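 active = viability at or under a set limit, the compound median less 4 SD, cut at about 6% in these data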;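 note: 0% = Hyamine 1622 control at 20 µM and 100% = untreated cell control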
NPY Y2 blocker = NPY-Y2 receptor antagonists, primary screen, cell-based; Neuropeptide Y receptor type 2 (Homo sapiens), P49146; NPY-Y2 expressing cells, antagonist mode; inhibition, % at 2.7 µM; 0.99% of 140,000 active; AID 793, 2007; in the data active = inhibition above about 17%;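 note: 0% = vehicle with agonist challenge and 100% = reference antagonist with challenge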
Target sequence (P49146 whole entry, looked up): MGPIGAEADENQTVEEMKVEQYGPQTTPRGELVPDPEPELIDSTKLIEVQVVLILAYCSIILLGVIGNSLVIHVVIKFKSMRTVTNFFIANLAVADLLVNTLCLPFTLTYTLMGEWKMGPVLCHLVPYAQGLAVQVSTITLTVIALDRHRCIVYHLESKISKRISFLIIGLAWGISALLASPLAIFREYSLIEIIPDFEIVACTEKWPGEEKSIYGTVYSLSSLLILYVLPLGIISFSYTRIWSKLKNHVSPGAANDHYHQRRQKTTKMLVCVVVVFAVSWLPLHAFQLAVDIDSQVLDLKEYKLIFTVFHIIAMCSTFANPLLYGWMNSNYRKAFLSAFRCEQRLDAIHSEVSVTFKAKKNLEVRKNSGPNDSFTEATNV
Yeast lifespan up = compounds extending yeast replicative lifespan, primary screen, S. cerevisiae, OD615. S. cerevisiae growth with nicotinamide; deaD strain in restrictive glucose medium. inhibition of the nicotinamide effect, % at 10 µM. 0.68% of 130,000 active;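 active = inhibition above a set limit, placed 3 SD over the median of all compounds, cut at about 26% in these data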;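 note: 0% = nicotinamide-treated wells and 100% = cells grown without nicotinamide; some compounds called inactive have numbers as strong as hits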
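Assay system: engineered S. cerevisiae DeaD replicative-lifespan strain, galactose-grown log-phase cells; medium: restrictive CSMM-D dextrose medium; also added: nicotinamide, 1.5 mM, co-present with compound; schedule: 48 h compound exposure at 30 °C, humidified; detection: absorbance at 615 nm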
Measles CPE = compounds protecting cells from measles virus cytopathic effect, primary screen, measles RdRp inhibitor project, single point, MLSMR library, absorbance | Measles virus-infected cells, CPE protection | protection (pct of control), % at 4 µM | 1.5% of 140,000 active | AID 841, 2007; in the data active = protection mostly above about 24%, no sharp cut-off; inactive = mostly below about 26%; note: some compounds called inactive have numbers as strong as hits
MRP-1 activ = H69AR viability gain despite doxorubicin, primary screen, MRP-1 activator project, H69AR cells, CellTiter-Glo. 0.61% of 140,000 active. viability increase, % at 10 µM. viability rescue;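 active = viability gain under doxorubicin at or above a set limit, the compound median plus 3 SD, cut at about 4.7% in these data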;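 note: MRP-1 overexpressing cells given doxorubicin 25 µM after compound pretreatment; 18-22 h compound pretreatment then 72 h with doxorubicin before readout; 0% = doxorubicin-only wells and 100% = vehicle-treated cells without doxorubicin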
E-sel TNF inh = E-selectin induction blockers in HUVEC – imaging, immunofluorescence, high content, primary screen; HUVEC TNFa-induced E-selectin immunofluorescence; inhibition, % at 2 µM; 0.71% of 120,000 active; AID 1246, 2008;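 active = inhibition above the batch mean plus 3 SD, and confirmed as a hit on visual image review, cut at about 43% in these data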;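 note: 0% = TNF-stimulated DMSO wells and 100% = unstimulated control wells; not every result past the cut was called active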
BB579 growth dn = growth inhibitors of yeast BB579 in restrictive medium, primary screen, yeast lifespan-shortening project, S. cerevisiae. inhibition, % at 10 µM. 0.51% of 140,000 active. AID 804, 2007. OD615, 48 h;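 active = inhibition above a set limit, 3 SD over the mean compound inhibition, cut at about 44% in these data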; note: inactives centre near -24
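controls = amphotericin B 10 µg/mL, positive | assay system = DeaD yeast strain BB579 | schedule = 48 h compound exposure at 30 °C after 4 h preincubation | detection = OD615 turbidity measurement | medium = restrictive CSMM-D medium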
GALR2 antag = GALR2 antagonists in receptor-expressing cells, primary screen. 0.39% of 140,000 active. antagonist mode. Galanin receptor type 2 (Homo sapiens), O43603. inhibition, % at 4 µM; in the data active = inhibition above about 27%;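 note: cells stimulated with galanin 1-16 at roughly its EC80; 0% = agonist challenge control and 100% = basal control without agonist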
Target sequence (O43603 whole entry, looked up): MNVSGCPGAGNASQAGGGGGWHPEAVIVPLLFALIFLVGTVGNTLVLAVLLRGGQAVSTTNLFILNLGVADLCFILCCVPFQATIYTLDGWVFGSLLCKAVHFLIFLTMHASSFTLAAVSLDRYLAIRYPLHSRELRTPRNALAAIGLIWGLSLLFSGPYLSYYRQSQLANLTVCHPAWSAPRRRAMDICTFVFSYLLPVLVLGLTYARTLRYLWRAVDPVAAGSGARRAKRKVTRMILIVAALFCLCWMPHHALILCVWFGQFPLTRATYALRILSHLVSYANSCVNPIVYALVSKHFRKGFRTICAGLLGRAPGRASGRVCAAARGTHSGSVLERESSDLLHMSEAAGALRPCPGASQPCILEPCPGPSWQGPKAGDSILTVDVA
Numbers without * were called inactive.

For Cc1occc1C(=O)N1CCN(S(C)(=O)=O)CC1 the results were HCT116 PTEN-null 88, HCT116 bCat-KO 95, NPY Y2 blocker 1, Yeast lifespan up -2, Measles CPE 9, MRP-1 activ -1.8, E-sel TNF inh 31, BB579 growth dn -13 and GALR2 antag -8.
`CCn1nc(C)c(/C=N\NC(=O)c2ccc3c(c2)OCO3)c1C` gave HCT116 PTEN-null 93, HCT116 bCat-KO 78, NPY Y2 blocker 4, Yeast lifespan up -1, Measles CPE 6, MRP-1 activ 0.3, E-sel TNF inh 9, BB579 growth dn -45 and GALR2 antag -14.
For Nc1cccnc1Sc1ccc(Cl)cc1 the results were HCT116 PTEN-null 93, HCT116 bCat-KO 84, NPY Y2 blocker 0, Yeast lifespan up -20, Measles CPE 25, MRP-1 activ -0.9, E-sel TNF inh -58, BB579 growth dn -6 and GALR2 antag -10.
CCc1ccc(Nc2cnn(-c3nc4ccccc4s3)c(=O)c2Cl)cc1 was read as Phagocyt inh -5, HCT116 PTEN-null 69, HCT116 bCat-KO 64, NPY Y2 blocker 2, Yeast lifespan up -1, Measles CPE 12, MRP-1 activ -2.0, BB579 growth dn -25 and GALR2 antag -12.
For CCSC1=C(C#N)C(c2ccccc2Cl)CC(=O)N1 (stereo unspecified) the results were HCT116 PTEN-null 104, HCT116 bCat-KO 94, NPY Y2 blocker 2, Yeast lifespan up -6, Measles CPE 19, MRP-1 activ 0.1, BB579 growth dn -45 and GALR2 antag 3.
CCCCS(=O)(=O)/C=C\C=C/S(=O)(=O)CCCC was read as Phagocyt inh 4, HCT116 PTEN-null 2.0*, HCT116 bCat-KO 1.7*, NPY Y2 blocker -3, Yeast lifespan up 14, Measles CPE 1, MRP-1 activ -2.6, BB579 growth dn -51 and GALR2 antag 104*.
`CS(=O)(=O)Nc1ccccc1C(=O)NC1CC2CCC1C2` (stereo unspecified) gave Phagocyt inh 0, HCT116 PTEN-null 88, HCT116 bCat-KO 105, NPY Y2 blocker 5, Yeast lifespan up -5, Measles CPE 6, MRP-1 activ -1.5, E-sel TNF inh -7, BB579 growth dn -32 and GALR2 antag 2.
For CCOC(=O)c1c(C=O)c(C)n(Cc2ccc(C)cc2)c1C the results were Phagocyt inh -1, HCT116 PTEN-null 98, HCT116 bCat-KO 87, NPY Y2 blocker 11, Yeast lifespan up -12, Measles CPE 27, MRP-1 activ -0.5, E-sel TNF inh -13, BB579 growth dn -46 and GALR2 antag -2.
For O=S(=O)(Nc1ncccc1O)c1ccc(Cl)cc1 the results were Phagocyt inh -1, HCT116 PTEN-null 99, HCT116 bCat-KO 99, NPY Y2 blocker 2, Yeast lifespan up 1, Measles CPE 4, MRP-1 activ -0.9, E-sel TNF inh -22, BB579 growth dn -22 and GALR2 antag 7.
For CCOC(=O)c1ccc(NC(=O)COc2ccc(S(=O)(=O)NC(C)(C)C)cc2)cc1 the results were HCT116 PTEN-null 101, HCT116 bCat-KO 88, NPY Y2 blocker 1, Measles CPE 14, MRP-1 activ 4.0, E-sel TNF inh 7, BB579 growth dn -38 and GALR2 antag 0.
Screening COc1cccc(NS(=O)(=O)c2ccc3[nH]cc(C(=O)N(C)Cc4ccco4)c(=O)c3c2)c1 returned Phagocyt inh 0, HCT116 PTEN-null 82, HCT116 bCat-KO 80, NPY Y2 blocker 1, Yeast lifespan up -6, Measles CPE 4, MRP-1 activ -1.9, E-sel TNF inh 1, BB579 growth dn -43 and GALR2 antag -11.
`CCn1c(C)csc1=NC(=O)c1ccccc1` gave Phagocyt inh -1, HCT116 PTEN-null 100, HCT116 bCat-KO 86, NPY Y2 blocker 0, Yeast lifespan up -2, Measles CPE 8, MRP-1 activ -2.7, E-sel TNF inh 5, BB579 growth dn -44 and GALR2 antag 16.
`O=C(NCc1ccco1)C(c1ccccc1)N(CC1CCCO1)C(=O)Cn1nnc2ccccc21` (stereo unspecified) gave HCT116 PTEN-null 88, HCT116 bCat-KO 85, NPY Y2 blocker 0, Yeast lifespan up -10, Measles CPE 2, MRP-1 activ -3.3, BB579 growth dn -56 and GALR2 antag -8.
For Fc1ccc(Nc2ncnc3sc4c(c23)CCC4)cc1F the results were Phagocyt inh -7, HCT116 PTEN-null 77, HCT116 bCat-KO 87, NPY Y2 blocker 8, Yeast lifespan up -3, Measles CPE 1, MRP-1 activ -2.0, E-sel TNF inh -4, BB579 growth dn -13 and GALR2 antag 8.
COc1ccc(Br)c2oc(S)cc(=O)c12 was read as HCT116 PTEN-null 91, HCT116 bCat-KO 94, NPY Y2 blocker 7, Yeast lifespan up 1, Measles CPE 2, MRP-1 activ -2.8, BB579 growth dn -47 and GALR2 antag 9.
For Cc1ccc(S(=O)(=O)N2CCCCC2)cc1NC(=O)COC(=O)c1ccc2c(c1)OCO2 the results were Phagocyt inh -7, HCT116 PTEN-null 92, HCT116 bCat-KO 94, NPY Y2 blocker 2, Yeast lifespan up -3, Measles CPE 5, MRP-1 activ 0.3, E-sel TNF inh -5, BB579 growth dn -24 and GALR2 antag -7.
`C/C=C/c1ccc(OCCCCOc2ccccc2C(C)=O)c(OC)c1` gave Phagocyt inh -1, HCT116 PTEN-null 59, HCT116 bCat-KO 68, NPY Y2 blocker 16, Yeast lifespan up -2, Measles CPE 21, MRP-1 activ 0.3, BB579 growth dn -31 and GALR2 antag 2.
Screening CCn1c(/C=C/Nc2ccccc2)[n+](CC)c2cc(Cl)c(Cl)cc21 returned Phagocyt inh -5, HCT116 PTEN-null 1.3*, HCT116 bCat-KO 1.5*, NPY Y2 blocker 35*, Yeast lifespan up 6, Measles CPE 6, MRP-1 activ -5.3, BB579 growth dn -33 and GALR2 antag 1.
`CN(NC1CC(=O)N(c2ccccc2)C1=O)c1ccccc1` (stereo unspecified) gave Phagocyt inh -1, HCT116 PTEN-null 104, HCT116 bCat-KO 95, NPY Y2 blocker 0, Yeast lifespan up -5, Measles CPE 7, MRP-1 activ 1.6, E-sel TNF inh 7, BB579 growth dn -27 and GALR2 antag 0.
Screening Cc1ccc(C(=O)N(Nc2nc3ccccc3s2)C(=O)c2ccc(C)cc2)cc1 returned HCT116 PTEN-null 74, HCT116 bCat-KO 83, NPY Y2 blocker 6, Yeast lifespan up 1, Measles CPE 37, MRP-1 activ -1.0, BB579 growth dn -5 and GALR2 antag 4.
Screening COc1ccc(S(=O)(=O)N/N=C(/C)c2ccc(Cl)cc2)cc1 returned HCT116 PTEN-null 96, HCT116 bCat-KO 97, NPY Y2 blocker -1, Yeast lifespan up -11, Measles CPE 10, MRP-1 activ -1.0, E-sel TNF inh 13, BB579 growth dn -33 and GALR2 antag -7.
For COc1ccccc1NC(=S)NC1CCCCCC1 the results were Phagocyt inh -9, HCT116 PTEN-null 67, HCT116 bCat-KO 63, NPY Y2 blocker 3, Yeast lifespan up -4, Measles CPE 7, MRP-1 activ -4.3, BB579 growth dn -16 and GALR2 antag -23.
CCOC(=O)c1c(NC(=O)CSc2nncn2C)sc(C)c1C was read as Phagocyt inh 0, HCT116 PTEN-null 83, HCT116 bCat-KO 88, NPY Y2 blocker 4, Yeast lifespan up 3, Measles CPE 13, MRP-1 activ -4.5, E-sel TNF inh 14, BB579 growth dn -7 and GALR2 antag -3.
For CCCCNCCOCCOc1ccc(Cl)cc1Br the results were Phagocyt inh 0, HCT116 PTEN-null 56, HCT116 bCat-KO 57, NPY Y2 blocker 5, Yeast lifespan up -2, Measles CPE 3, MRP-1 activ -4.1, E-sel TNF inh 9, BB579 growth dn 6 and GALR2 antag 2.
`Nc1nnnn1/N=C/c1cc(Cl)cc(Cl)c1OCc1ccc(Cl)cc1Cl` gave Phagocyt inh 1, HCT116 PTEN-null 4, HCT116 bCat-KO 3.2*, NPY Y2 blocker 2, Yeast lifespan up 3, Measles CPE 1, MRP-1 activ -3.1, E-sel TNF inh -10, BB579 growth dn -73 and GALR2 antag -5.
COC(=O)c1ccc(Cn2nc(C)cc2C)cc1 was read as Phagocyt inh 0, HCT116 PTEN-null 109, HCT116 bCat-KO 109, NPY Y2 blocker 4, Yeast lifespan up -6, Measles CPE 2, MRP-1 activ 0.7, E-sel TNF inh -7, BB579 growth dn -10 and GALR2 antag -9.
Screening CC(C)CCN1CC(O)=C(c2nc(-c3ccc(Cl)cc3)cs2)C1=N returned HCT116 PTEN-null 72, HCT116 bCat-KO 81, NPY Y2 blocker 3, Yeast lifespan up -3, Measles CPE 15, MRP-1 activ -0.7, E-sel TNF inh -15, BB579 growth dn -75 and GALR2 antag -10.
For CN1/C(=C\C=[N+](C)c2ccccc2)C(C)(C)c2ccccc21 the results were HCT116 PTEN-null 9, HCT116 bCat-KO 8, NPY Y2 blocker 0, Yeast lifespan up 7, Measles CPE 8, MRP-1 activ -1.3, E-sel TNF inh 26, BB579 growth dn -75 and GALR2 antag 7.
Screening CC(c1ccccc1)n1c(NCCCn2ccnc2)nc2c1c(=O)[nH]c(=O)n2C (stereo unspecified) returned HCT116 PTEN-null 92, HCT116 bCat-KO 91, NPY Y2 blocker 4, Yeast lifespan up -5, Measles CPE 12, MRP-1 activ 0.0, E-sel TNF inh 42, BB579 growth dn -10 and GALR2 antag -3.
For COc1ccc(CCNc2c(C)c(C)nc3ncnn23)cc1 the results were HCT116 PTEN-null 21, HCT116 bCat-KO 22, NPY Y2 blocker 4, Yeast lifespan up -1, Measles CPE 12, MRP-1 activ -4.5, BB579 growth dn -26 and GALR2 antag 31*.

3 compounds drawn at random from the list so far, as already listed:
For CN1/C(=C\C=[N+](C)c2ccccc2)C(C)(C)c2ccccc21 the results were HCT116 PTEN-null 9, HCT116 bCat-KO 8, NPY Y2 blocker 0, Yeast lifespan up 7, Measles CPE 8, MRP-1 activ -1.3, E-sel TNF inh 26, BB579 growth dn -75 and GALR2 antag 7.
`Nc1nnnn1/N=C/c1cc(Cl)cc(Cl)c1OCc1ccc(Cl)cc1Cl` gave Phagocyt inh 1, HCT116 PTEN-null 4, HCT116 bCat-KO 3.2*, NPY Y2 blocker 2, Yeast lifespan up 3, Measles CPE 1, MRP-1 activ -3.1, E-sel TNF inh -10, BB579 growth dn -73 and GALR2 antag -5.
For COc1ccc(CCNc2c(C)c(C)nc3ncnn23)cc1 the results were HCT116 PTEN-null 21, HCT116 bCat-KO 22, NPY Y2 blocker 4, Yeast lifespan up -1, Measles CPE 12, MRP-1 activ -4.5, BB579 growth dn -26 and GALR2 antag 31*.
